GAA glycogen mod: inhibitors or activators of human alpha-glucosidase glycogen cleavage | P10253 | recombinant GAA, glycogen substrate, Amplex Red glucose oxidase fluorescence | Potency, µM (titrated, usually from 76.4 µM), inactives show at the highest dose activity change, negative = inhibition, most hits filed as inhibitors | hit rate 0.38% among 300,000 | AID 2100;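 also: 0% = full enzyme reaction and -100% = no-enzyme basal signal; the screen sought inhibitors and activators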
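Recombinant human enzyme (4 nM); glycogen substrate; 37 C, 40 min, pH 5.0. Readout: coupled glucose oxidase/Amplex Red fluorescence.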
L3MBTL1 block: blocks human L3MBTL1 | AlphaScreen L3MBTL1–H3K9me1 peptide binding | Potency, µM (top dose mostly 57.1 µM), for inactives: at the top dose activity, negative = inhibition, hits mostly inhibitors | hit rate 0.66% among 230,000 | AID 485360; also: nearly all actives have a fitted effect of over 60% in size
Target sequence (Q9Y468 whole entry, looked up): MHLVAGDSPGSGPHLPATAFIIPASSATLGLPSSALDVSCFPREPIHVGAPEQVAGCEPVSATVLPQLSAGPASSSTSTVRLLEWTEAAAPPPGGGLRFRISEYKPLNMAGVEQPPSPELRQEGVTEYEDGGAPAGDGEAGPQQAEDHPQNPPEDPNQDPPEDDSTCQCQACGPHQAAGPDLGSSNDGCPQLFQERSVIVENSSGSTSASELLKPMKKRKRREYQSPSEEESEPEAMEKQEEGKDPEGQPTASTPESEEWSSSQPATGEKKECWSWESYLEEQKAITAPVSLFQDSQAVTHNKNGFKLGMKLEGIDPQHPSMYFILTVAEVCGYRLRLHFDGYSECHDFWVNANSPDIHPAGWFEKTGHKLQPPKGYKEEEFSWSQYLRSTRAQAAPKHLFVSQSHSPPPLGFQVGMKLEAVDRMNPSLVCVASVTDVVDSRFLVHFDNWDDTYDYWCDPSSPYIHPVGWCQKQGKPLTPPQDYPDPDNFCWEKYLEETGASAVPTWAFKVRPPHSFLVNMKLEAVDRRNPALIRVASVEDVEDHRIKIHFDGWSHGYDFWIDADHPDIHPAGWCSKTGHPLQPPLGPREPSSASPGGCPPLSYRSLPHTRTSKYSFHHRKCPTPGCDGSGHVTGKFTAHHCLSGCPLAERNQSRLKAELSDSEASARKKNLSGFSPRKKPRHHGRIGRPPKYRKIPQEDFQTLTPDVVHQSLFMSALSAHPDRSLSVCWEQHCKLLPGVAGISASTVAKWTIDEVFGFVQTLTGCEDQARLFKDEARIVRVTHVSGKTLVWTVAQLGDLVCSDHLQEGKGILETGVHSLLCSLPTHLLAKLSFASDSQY
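L3MBTL1 (50 nM) pre-complexed 30 min with biotinylated H3(1-15)K9me1 peptide (75 nM), then compounds added for 30 min at room temperature; AlphaScreen streptavidin donor/nickel chelate acceptor beads (10 ug/mL final) read after 30 min dark incubation.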
An asterisk follows results filed as active; ? = inconclusive; [ ] = another dose, or the depositor's remark. Calls follow the shape of the dose curve; as a rule, active = well fitted curve in the direction sought with a large enough effect; inconclusive = small, poorly fitted or top-dose-only effect, or another doubt; inactive = no such curve, though single readings can be large; an effect the other way counts as inactive or inconclusive. Unless noted, % is scaled to controls: 0 for no effect and ±100 for the full control effect; potency is read from the fitted curve at half-maximal effect. This is a subset; count on the stated rates, not on these rows.

SMILES | GAA glycogen mod | L3MBTL1 block
CC1CN(CC(=O)Nc2nc3ccccc3s2)CC(C)O1 (stereo unspecified) | -2%[76.3 µM] | -3%
CC(=O)OCC1OC(OCc2cn(C[C@H]3CC[C@@H]([C@@H]4CC[C@H](Cn5cc(COC6OC(COC(C)=O)C(OC(C)=O)C(OC(C)=O)C6OC(C)=O)nn5)O4)O3)nn2)C(OC(C)=O)C(OC(C)=O)C1OC(C)=O (stereo partly specified) | 22%[76.3 µM] | -1%
COc1ccc(CCNC(=O)Cc2ccc(NC3=NC4CS(=O)(=O)CC4S3)cc2)c(OC)c1 (stereo unspecified) | 19%[76.3 µM] | 3%
Cc1ccc(CSCC(=O)Nc2ccccc2C(=O)O)cc1 | 15%[76.3 µM] | -4%
Oc1ccc(/C=N/n2c(-c3ccccc3)n[nH]c2=S)cc1 | ? | 1%[2.29 µM]
O=S(=O)(NCCc1ccccc1)c1ccc(F)cc1 | 10%[76.3 µM] | -2%
O=C(NCCc1ccccc1)c1c[nH]c2c(F)cccc2c1=O | 1%[76.3 µM] | 5%
CN(C)C(=O)CSc1nc2ccc(C(=O)c3ccccc3)cc2[nH]1 | -1%[76.3 µM] | -6%[2.29 µM]
COC(=O)C1(C)NC(c2ccccc2F)C2C(=O)N(c3ccccc3)C(=O)C21 (stereo unspecified) | -7%[76.3 µM] | 3%
CC1CC(C)CN(CCC(=O)Nc2ccc(Br)cc2)C1 (stereo unspecified) | -3%[76.3 µM] | 4%
O=S(=O)(Nc1ncccn1)c1ccc(Cl)cc1 | 4%[76.3 µM] | -1%
CCOc1ccc(NS(=O)(=O)c2c(C)nc3sccn3c2=O)cc1 | 20%[76.3 µM] | 8%
O=C(c1ccc(Cl)c([N+](=O)[O-])c1)N1CCCc2ccccc21 | -2%[76.3 µM] | -5%
Cn1c(=O)c2c(nc(N3CCCCC3)n2CC(O)COc2ccccc2)n(C)c1=O (stereo unspecified) | -4%[76.3 µM] | -3%
CC(=O)c1cccc(NC(=O)c2cnccn2)c1 | -1%[76.3 µM] | -2%
COc1cc(CN2CCN(CCCc3ccccc3)CC2CCO)cc(OC)c1 (stereo unspecified) | -4%[76.3 µM] | -17%
Cc1ccc(CN2CCCN(C)CC2)c(C)c1 | -1%[76.3 µM] | -2%
OCC1(Cc2ccc(F)cc2)CCCN(CCc2ccccc2)C1 (stereo unspecified) | -18%[76.3 µM] | -2%
C=CCn1c(=N)n(CC(=O)c2ccc(Br)cc2)c2ccccc21 | -6%[76.3 µM] | 3%[2.29 µM]
OCC[C@@H]1C[C@@H](O)[C@H](O)[C@]2(Cc3ccccc3CO2)O1 | 15%[76.3 µM] | 9%

The last 4 entries of the part above lead into the next.
SMILES | GAA glycogen mod | L3MBTL1 block
Cc1ccc(CN2CCCN(C)CC2)c(C)c1 | -1%[76.3 µM] | -2%
OCC1(Cc2ccc(F)cc2)CCCN(CCc2ccccc2)C1 (stereo unspecified) | -18%[76.3 µM] | -2%
C=CCn1c(=N)n(CC(=O)c2ccc(Br)cc2)c2ccccc21 | -6%[76.3 µM] | 3%[2.29 µM]
OCC[C@@H]1C[C@@H](O)[C@H](O)[C@]2(Cc3ccccc3CO2)O1 | 15%[76.3 µM] | 9%
COc1ccc(Nc2nc(N3CCOCC3)nc(N3CCOCC3)n2)c(OC)c1 | -3%[76.3 µM] | -3%[2.29 µM]
COCCNC(=O)CSc1ccc(-c2nc3ccccc3[nH]2)cn1 | 16%[76.3 µM] | -1%
COC(=O)C1=CN(Cc2ccc(OC)c(OC)c2)C=C(C(=O)OC)C1c1cccc(O)c1 | 5%[76.3 µM] | 13%
Cc1ccc(-c2nc(CS(=O)(=O)CC(=O)Nc3cc(F)ccc3F)c(C)o2)cc1 | 16%[76.3 µM] | -1%
COc1ccc(S(=O)(=O)N2CCN(Cc3ccc(OC)c(OC)c3)CC2)cc1 | 3%[76.3 µM] | -1%
CN(Cc1ccco1)C(=O)c1ccc(CNS(=O)(=O)c2ccc3c(c2)C(C)(C)C(=O)N3C)cc1 | 17%[76.3 µM] | 2%
CCOc1ccccc1CNC(=O)c1ccc2nc(N3CCOCC3)sc2c1 | 16%[76.3 µM] | -1%
CCOc1ccc(NC(=O)c2ccc3c(c2)CCN3S(C)(=O)=O)cc1 | -9%[76.3 µM] | -1%
O=c1oc2cc(Br)ccc2n1Cc1ccccc1 | -2%[76.3 µM] | 10%
Cn1c(SCc2cccc(C#N)c2)nc2ccccc2c1=O | 11%[76.3 µM] | 7%
O=C(Cc1ccc([N+](=O)[O-])cc1)NCc1cccnc1 | -11%[76.3 µM] | 12%
CCOC(=O)N1CCN(C(=O)/C=C/c2ccc(OC)c(OC)c2)CC1 | -8%[76.3 µM] | 2%
COc1ccc(/C=C/c2cccc[n+]2C)c(O)c1 | 4%[76.3 µM] | -1%
Cc1cccc(NC(=O)c2cccnc2)c1C | 6%[76.3 µM] | -2%
CCn1c(=O)c2ccccc2n(Cc2cccc(C)c2)c1=O | 15%[76.3 µM] | 4%
COc1cccc(OCC(O)CNC(=O)c2oc3ccc(C)cc3c2C)c1 (stereo unspecified) | 2%[76.3 µM] | -2%
CCOc1cccc(CN2CCCC(N3CCc4ccccc4C3)C2)c1O (stereo unspecified) | 5%[76.3 µM] | -10%
CC(C)N(C(=O)CSc1nc(Cc2ccccc2)nc2ccccc12)C(C)C | -3%[76.3 µM] | 3%
O=C(NCCC1CCCC1)c1cccs1 | -14%[76.3 µM] | ?
Cc1cccc(OCC2Cn3c(nc4c3c(=O)[nH]c(=O)n4C)O2)c1 (stereo unspecified) | 18%[76.3 µM] | 1%

The closing three entries of the section before come first, to join the parts.
SMILES | GAA glycogen mod | L3MBTL1 block
CC(C)N(C(=O)CSc1nc(Cc2ccccc2)nc2ccccc12)C(C)C | -3%[76.3 µM] | 3%
O=C(NCCC1CCCC1)c1cccs1 | -14%[76.3 µM] | ?
Cc1cccc(OCC2Cn3c(nc4c3c(=O)[nH]c(=O)n4C)O2)c1 (stereo unspecified) | 18%[76.3 µM] | 1%
Cc1nc(-c2ccc(NC(=O)c3ccc(Br)o3)cc2)cs1 | -11%[76.3 µM] | -10%
O=C(Nc1ccccc1O)c1ccc2c(c1)C(=O)N(c1ccccc1)C2=O | 0%[76.3 µM] | 0%
CCCCC[C@H]1CN(CCc2ccccc2)C(=O)[C@@H]1CC(=O)NCc1ccc(OC)cc1 | -4%[76.3 µM] | 8%
CNC(=O)c1c(O)c2cccc3c2n(c1=O)CCC3 | 14%[76.3 µM] | 6%
CC(=O)Oc1ccc(C(=O)Nc2ccc3c(c2)OCCO3)cc1 | 15%[76.3 µM] | 1%[2.29 µM]
O=c1ccc2cc(S(=O)(=O)Nc3ccc(Br)cc3)ccc2o1 | -10%[76.3 µM] | -1%
COc1ccc(C(=O)C2CCN(C(=O)c3ccc(OC)cc3)CC2)cc1 | 3%[76.3 µM] | 4%
COc1ccc(-c2noc(CN(C)Cc3ccccc3)n2)cc1 | -8%[76.3 µM] | 11%
Cc1ccc(Br)cc1S(=O)(=O)Nc1cccnc1 | 2%[76.3 µM] | 1%
Cc1cc2c(cc1S(=O)(=O)CCC(=O)N1CC(C)CC(C)C1)OCC(=O)N2 (stereo unspecified) | 0%[76.3 µM] | 6%
COc1ccc(NC(=O)CCN2CCN(C/C=C/c3ccccc3)CC2)cc1 | ? | -7%
CC1CN(C(=O)CCC(=O)N2CCOCC2)c2ccccc2O1 (stereo unspecified) | 19%[76.3 µM] | -1%
COc1ccccc1OCc1ccc(C(=O)N(C)c2ccccc2)o1 | -10%[76.3 µM] | -2%
Cc1cccc(CCNC(=O)c2cccc(NC3=NC4CS(=O)(=O)CC4S3)c2)c1 (stereo unspecified) | 1%[76.3 µM] | 5%
CCN1C(=O)[C@H]2[C@@H](c3ccc(C)cc3)N3C(=O)N(c4ccccc4)C(=O)[C@@]3(Cc3ccccc3)[C@H]2C1=O | 19%[76.3 µM] | -3%
CCCC(C)C(=O)Nc1nnc(CCc2ccccc2)s1 (stereo unspecified) | -1%[76.3 µM] | -1%
Cc1cc(C)c(C)c(OCCN2CC(C)OC(C)C2)c1 (stereo unspecified) | -4%[76.3 µM] | 3%
CCN(CC)CCCNC(=S)N(CCO)Cc1cc2cc3c(cc2[nH]c1=O)OCCO3 | 5%[76.3 µM] | -6%
COc1ccccc1-c1coc2c(CN3CCCCC3C)c(O)ccc2c1=O (stereo unspecified) | -7%[76.3 µM] | 1%
CS(=O)(=O)N1CCC(C(=O)Nc2ccccc2Br)CC1 | -6%[76.3 µM] | -1%[2.29 µM]
Cc1sc2nc(-c3ccc(Br)cc3)oc(=O)c2c1C | 1%[76.3 µM] | 8%
COc1ccc(Cl)cc1CNCCCSc1ncccn1 | -6%[76.3 µM] | -1%
COc1ccc(C(=O)NCCCN(C)CCCNC(=O)c2ccc(OC)cc2)cc1 | 9%[76.3 µM] | 0%
COc1ccccc1NC(=O)c1ccc2nc(C)sc2c1 | -1%[76.3 µM] | 7%
CCN1CCN(CCCNC(=O)C2CCN(c3nnc(-n4c(C)ccc4C)s3)CC2)CC1 | -4%[76.3 µM] | 11%
CCOC(=O)C1=C(C)N=c2s/c(=C/c3cccc([N+](=O)[O-])c3O)c(=O)n2C1c1ccc(OC)cc1OC (stereo unspecified) | -5%[76.3 µM] | ?
Cc1cc(C)c(N2C(=O)CCCC2=O)c(Cl)c1 | 6%[76.3 µM] | -4%
O=C1CC[C@H](O)CCN1[C@H](CSc1ccccc1)Cc1ccccc1 | -1%[76.3 µM] | -6%
COC(=O)N1C(=O)[C@@](c2ccccc2)(C(C)C)N1C(=O)OC | -17%[76.3 µM] | 15%
CCN1CCSc2ccc(C(=O)NCc3ccccc3F)cc21 | ? | 14%
COc1ccccc1NC(=O)c1cc[n+]([O-])cc1 | 14%[76.3 µM] | -2%[2.29 µM]
COc1cccc(S(=O)(=O)NCC(=O)N2CCCCCC2)c1 | -3%[76.3 µM] | 1%
O=C(Nc1ccc2ncccc2c1)c1cccc(Br)c1 | 12%[76.3 µM] | -9%
CCN(CC)CCN(Cc1cc2cc3c(cc2[nH]c1=O)OCO3)C(=S)NCC(C)C | 7%[76.3 µM] | -4%
Cc1cccc(CCNC(=O)Cc2ccc(NC3=NC4CS(=O)(=O)CC4S3)cc2)c1 (stereo unspecified) | 5%[76.3 µM] | 10%
Cn1c(=O)[nH]c(=O)c2c1nc(N1CCNCC1)n2Cc1ccccc1Cl | 5%[76.3 µM] | 0%
CN(CCCOc1ccccc1F)Cc1ccccc1 | -10%[76.3 µM] | ?
CC(=O)Nc1ccc(NC(=O)C(c2ccccc2)c2ccccc2)cc1 | -2%[76.3 µM] | 4%
Cc1cccc(Cl)c1OCCN1CCCC1 | -1%[76.3 µM] | 0%
COc1cccc(-c2noc(C3CCCN(C(=O)c4ccccc4OC)C3)n2)c1 (stereo unspecified) | -10%[76.3 µM] | 1%
CCC(CC)C(=O)Nc1nnc(S(=O)(=O)N2CCCC2)s1 | -2%[76.3 µM] | 6%
CC1=NN(C(N)=S)C(=O)C1N=Nc1ccc(S(N)(=O)=O)cc1 (stereo unspecified) | 16%[76.3 µM] | -16%
O=C(NC1CCN(S(=O)(=O)c2ccc(F)cc2)CC1)c1ccccc1 | 0%[76.3 µM] | -2%
COc1cc(CN2CCN(C(c3ccccc3)c3ccccc3)CC2)cc(OC)c1OC | -7%[76.3 µM] | -27%
Cc1ccc2c(cnn2C(=O)CCCC(=O)NCc2ccc(F)cc2)c1 | 21%[76.3 µM] | -5%
COc1cc(SC)ccc1C(=O)NCCCn1ccnc1 | 6%[76.3 µM] | -1%
NS(=O)(=O)c1ccc(CCNC(=O)C(=O)NCC2OCCN2S(=O)(=O)c2cc(F)ccc2F)cc1 (stereo unspecified) | -5%[76.3 µM] | -41%
COC(=O)c1c(NC(=O)C(C)(C)C)sc2c1CCN(Cc1ccccc1)C2 | 16%[76.3 µM] | -4%
CC(C)NC(=O)CSc1ncccc1-c1nc2ccccc2[nH]1 | 12%[76.3 µM] | 2%
Cc1cc(C)c(NC(=O)CN2CCN(c3ccccn3)CC2)c(C)c1 | -1%[76.3 µM] | 7%

4 entries from above, as labelled records:
compound: NS(=O)(=O)c1ccc(CCNC(=O)C(=O)NCC2OCCN2S(=O)(=O)c2cc(F)ccc2F)cc1 (stereo unspecified)
  GAA glycogen mod = -5%[76.3 µM]	L3MBTL1 block = -41%
compound: COc1cc(SC)ccc1C(=O)NCCCn1ccnc1
  GAA glycogen mod = 6%[76.3 µM]	L3MBTL1 block = -1%
compound: CC1=NN(C(N)=S)C(=O)C1N=Nc1ccc(S(N)(=O)=O)cc1 (stereo unspecified)
  GAA glycogen mod = 16%[76.3 µM]	L3MBTL1 block = -16%
compound: COc1cc(CN2CCN(C(c3ccccc3)c3ccccc3)CC2)cc(OC)c1OC
  GAA glycogen mod = -7%[76.3 µM]	L3MBTL1 block = -27%

High-throughput results from PubChem BioAssay.
